Assay outcomes as filed in PubChem.
14-3-3g Raf: alters human 14-3-3 gamma binding to Raf peptide | FP, 14-3-3gamma / TMR-pS259-Raf peptide binding | inhibition, % at 40 µM | 160,000 tested, 0.19% active | AID 422; in the data active = inhibition above about 30%;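 note: 0% = protein plus tracer without compound and 100% = blank with tracer alone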
Target sequence (P61981 whole entry, looked up): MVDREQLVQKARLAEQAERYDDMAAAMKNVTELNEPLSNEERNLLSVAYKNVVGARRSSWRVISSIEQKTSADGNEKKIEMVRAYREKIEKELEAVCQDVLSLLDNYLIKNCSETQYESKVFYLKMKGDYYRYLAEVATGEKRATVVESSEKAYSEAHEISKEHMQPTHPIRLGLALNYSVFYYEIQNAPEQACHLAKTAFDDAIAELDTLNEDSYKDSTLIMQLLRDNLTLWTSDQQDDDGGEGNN
Starred values were filed as active, the others as inactive; & = joins results of further samples. Some of the compounds tested, so the mix of outcomes need not match the whole.

SMILES | 14-3-3g Raf
COc1ccccc1N(CC(=O)NC(C(C)C)C(C)C)S(C)(=O)=O | -2
Clc1ccc(Cn2ncc3c(N4CCCCC4)ncnc32)cc1 | -2
Cc1cc(C)c2c3n(nc2n1)C(=O)NC(C(F)(F)F)(C(F)(F)F)N3 | -23
CCCN1CNC(=S)N(c2ccccc2)C1 | -9
C=CCn1c(-c2ccccc2)csc1=Nc1c(C)n(C)n(-c2ccccc2)c1=O | -11
CC(C)N(C(=O)CN(C#N)c1nc(N(C)C)nc(N(C)C)n1)c1ccccc1 | -4
CC(C)c1cc(NCCN2CCOCC2)n2c(nc3ccccc32)c1C#N | -5
CCc1oc(C(=O)O)cc1CN(CC)CC | -6
COc1ccc(-n2cnc3cc(C(=O)NCc4ccccc4OC)ccc32)cc1 | -29
CCN(c1ccc(F)cc1)S(=O)(=O)c1ccc2[nH]cc(C(=O)NCC3CCCO3)c(=O)c2c1 (configuration not stated) | -13
O=C(O)c1cc(/C=N\O)ccc1OCc1ccccc1 | -3
CC(C)CC(=O)N1c2ccccc2NC2=C(C(=O)CC(C)(C)C2)C1c1c[nH]c2ccccc12 (configuration not stated) | 11
O=C(Nc1cccc(Br)c1)C1c2ccccc2Oc2ccccc21 | 6
O=C(Cc1ccc(-n2c(=S)[nH]c3ccccc3c2=O)cc1)N1CCN(c2cccc(Cl)c2)CC1 | -2
c1ccc(C2=Nn3c(nnc3-c3n[nH]c4c3CCC4)SC2)cc1 | -1
Nc1c(C(=O)NCCc2ccccc2)sc(=S)n1CCc1ccccc1 | 1
c1ccc2nc(-c3nc4ccccc4[nH]3)ccc2c1 | -11
COc1ccccc1N=c1oc2ccc([N+](=O)[O-])cc2cc1C(=O)Nc1nccs1 | -4
COC(=O)[C@H](C)NC(=O)Nc1ccc(C)c(C)c1 | 0
COc1ccccc1C1NC(=O)NC(C)=C1C(=O)OCCSc1ccccc1 (configuration not stated) | 10
Cc1ccc(CNC(=O)CCCN2C(=O)COc3ccc(C)cc32)cc1 | -6
COc1ccc(-c2cc(=O)c3ccc4ccccc4c3o2)cc1OC | -2
CCN1C(=O)C(O)(CC(=O)c2ccccc2O)c2cc(Br)ccc21 (configuration not stated) | 0
Cc1ccccc1Cn1c(=O)n(CCC(=O)NCc2ccc3c(c2)OCO3)c(=O)c2ccccc21 | 4
COc1ccc(-c2nc3nc(C)cc(C)n3c2Nc2ccc(Cl)cc2)cc1 | -34
Cc1cc2c(=O)n(CC(=O)NCC(=O)N3CCC(C(N)=O)CC3)cnc2s1 | -1
C=C(C)c1cccc(C(C)(C)NC(=O)Nc2ncccn2)c1 | -2
O=C(Cc1ccc(Cl)cc1)Nc1ccc(Br)cn1 | -1
Cc1ccc(CNC(=O)Cn2c(=O)n(CCc3ccccc3)c(=O)c3c(C)c(C)sc32)cc1 | -2
O=C(COc1ccc([N+](=O)[O-])cc1)Nc1ccc(O)cc1C(=O)O | 0
CCOC(=O)Cc1nnc(Nc2ccc(C)cc2C)c2ccccc12 | -6
CC(C)C12CN3CC(C(C)C)(CN(C1)C3c1ccccc1)C2O (configuration not stated) | 2
O=C(OCC(=O)N1CCCCC1)c1c[nH]c(=O)[nH]c1=O | 2
O=c1c2cc(N3CCOCC3)ccc2nc(SCc2ccc(Cl)cc2)n1Cc1ccc2c(c1)OCO2 | -10
CCOCCn1c(SCC(=O)OC)nc2c1c(=O)[nH]c(=O)n2C | 0
COc1ccc(C(C)C)cc1S(=O)(=O)Nc1ccc(Cl)cn1 | 2
Cc1cccc(NC(=O)CSc2cn(C)c3ccccc23)c1 | -10
CCOc1cccc(NC(=O)c2ccc(S(=O)(=O)N(C)C)cc2)c1 | -5&3
O=S1(=O)N=C(Nc2ccc(N3CCOCC3)cc2)c2ccccc21 | -5
COc1ccc(C2C(C(=O)Nc3ccccc3OC)=C(C)Nc3nnnn32)c(OC)c1 (configuration not stated) | -8
COc1cc2c(cc1OC)C(C(=O)N1CCN(C)CC1)C(c1ccc(SC)cc1)N(C)C2=O (configuration not stated) | 0
O=C1CC(c2ccccc2)Sc2ccccc2N1 (configuration not stated) | -10
Cc1cccc(C(=O)Nc2nccs2)c1 | -1
COc1ccc(-c2nc3ccccc3o2)cc1NC(=O)c1ccccc1[N+](=O)[O-] | -93
COc1ccc(C(=O)C2C(c3cccs3)C(C#N)(C#N)C3C=Cc4ccccc4N23)cc1 (configuration not stated) | -212
CCN(CC)S(=O)(=O)c1ccc(NC2c3ncccc3C(=O)N2Cc2ccccc2)cc1 (configuration not stated) | 2
CCOc1ccccc1NC(=O)c1c(NC(=O)c2cccc(F)c2)sc2c1CCC(C)C2 (configuration not stated) | -2
CCOC(=O)c1c(NC(=O)c2cccc3ccccc23)sc2c1CCC2 | -9
COc1cccc(NC(=O)CCS(=O)(=O)c2ccc(Br)cc2)c1 | 0
O=C1CCCC(=O)N1c1ccc(N2CCc3ccccc3C2)c([N+](=O)[O-])c1 | 8
Remaining list, next part
SMILES | 14-3-3g Raf
COc1ccc(NC(=O)c2cccc(N3C(=O)C4CCCCC4C3=O)c2)c(OC)c1 (configuration not stated) | -8
Cc1c(C(N)=O)c(N)c(C(=O)c2ccccc2)n1-c1ccccc1 | -3
CC1(c2cccs2)CC(c2cccs2)=C(C#N)C(=O)N1 (configuration not stated) | -10
CCOCCCNC(=O)C1(O)c2ccccc2NC(=O)N1c1ccc(Cl)cc1 (configuration not stated) | -1
CCc1c(C)n([O-])c2c([n+]1=O)CCCCC2 | -7
Cc1ccc(SCCC(=O)NCC2CCCO2)cc1 (configuration not stated) | -1
CN1C(=O)N(C)C2C1N(CN1CCCCC1)C(=O)N2CN1CCCCC1 (configuration not stated) | 0
Cc1ccc(CNC(=O)C2CCC(CNS(=O)(=O)c3cccs3)CC2)cc1 (configuration not stated) | 1
COc1ccc(N2C(=O)C3CC(c4ccccc4)=C4C5C=CC(C6C(=O)N(c7ccc(OC)cc7)C(=O)C56)C4C3C2=O)cc1 (configuration not stated) | -17
O=C(NCCN=C1NS(=O)(=O)c2ccccc21)c1ccncc1 | -1
O=c1c2sc3ccccc3c2[nH]c(=S)n1CCN1CCOCC1 | 2
O=C1OCCC1Sc1nc2cc(Cl)ccc2s1 (configuration not stated) | -2
O=C(CSc1nnc(Cn2c(=O)sc3ccccc32)n1-c1ccccc1)NCC1CCCO1 (configuration not stated) | 1
Cc1ccc(S(=O)(=O)c2ccc(Cl)cc2)cc1S(=O)(=O)N1CCCCC1 | -3
O=C(COc1ccccc1)N1N=C(c2ccc(Br)cc2)CC1(O)C(F)(F)F (configuration not stated) | -4
COc1ccc(C2C(=O)N(C3CCCCC3)CC(=O)N2Cc2ccccc2Cl)cc1OC (configuration not stated) | -3
CCOC(=O)c1c(NC(=O)c2ccccc2F)sc(C(=O)Nc2ccc3c(c2)OCO3)c1C | -2
CC1=C(C(=O)Nc2cc(C)ccn2)C(c2cccc(Br)c2)C2=C(CC(C)(C)CC2=O)N1 (configuration not stated) | -13
O=C(Nc1ccc2c3c(cccc13)CC2)c1ccc(Cl)cc1 | -4
CC(C)C(NC(=O)c1cccs1)C(=O)O (configuration not stated) | 6
CCOC(=O)c1sc(=S)n(-c2cccc(OC)c2)c1N | -10
Cc1n[nH]c(=O)nc1NCC1CCCO1 (configuration not stated) | -17
COC(=O)c1c(C)[nH]c(C(=O)C(C)Sc2nnc(-c3cc(OC)c(OC)c(OC)c3)o2)c1C (configuration not stated) | -9
NC(Cc1cccc(-c2ccccc2CP(=O)(O)O)c1)C(=O)O (configuration not stated) | -1
Cc1cc(N2CCC(C)CC2)n2ncc(-c3ccccc3)c2n1 | -4
CCCCc1cc(=O)oc2c(C)c(OCC)ccc12 | 2
CCOC(=O)/N=C(/NC(=O)Nc1ccc(C(=O)OCC)cc1)OC | 1
CC1CCN(S(=O)(=O)c2cc(S(=O)(=O)N3CCC(C)CC3)c3cccc4c3c2NC4=O)CC1 | -5
CC(C)N(C(=O)Cn1c(=O)[nH]c2ccccc21)c1ccccc1 | 1
CC1=C(C(=O)N2CCOCC2)C(c2ccccc2Cl)n2c(nc3ccccc32)N1 (configuration not stated) | -2

Some of the entries so far, in markdown:
| Molecule | 14-3-3g Raf |
| --- | --- |
| O=C(CSc1nnc(Cn2c(=O)sc3ccccc32)n1-c1ccccc1)NCC1CCCO1 (configuration not stated) | 1 |
| Cc1ccc(S(=O)(=O)c2ccc(Cl)cc2)cc1S(=O)(=O)N1CCCCC1 | -3 |
| O=C(COc1ccccc1)N1N=C(c2ccc(Br)cc2)CC1(O)C(F)(F)F (configuration not stated) | -4 |
| COc1ccc(C2C(=O)N(C3CCCCC3)CC(=O)N2Cc2ccccc2Cl)cc1OC (configuration not stated) | -3 |
| CCOC(=O)c1c(NC(=O)c2ccccc2F)sc(C(=O)Nc2ccc3c(c2)OCO3)c1C | -2 |
| CC1=C(C(=O)Nc2cc(C)ccn2)C(c2cccc(Br)c2)C2=C(CC(C)(C)CC2=O)N1 (configuration not stated) | -13 |
| O=C(Nc1ccc2c3c(cccc13)CC2)c1ccc(Cl)cc1 | -4 |
| CC(C)C(NC(=O)c1cccs1)C(=O)O (configuration not stated) | 6 |
| CCOC(=O)c1sc(=S)n(-c2cccc(OC)c2)c1N | -10 |
| Cc1n[nH]c(=O)nc1NCC1CCCO1 (configuration not stated) | -17 |
| COC(=O)c1c(C)[nH]c(C(=O)C(C)Sc2nnc(-c3cc(OC)c(OC)c(OC)c3)o2)c1C (configuration not stated) | -9 |
| NC(Cc1cccc(-c2ccccc2CP(=O)(O)O)c1)C(=O)O (configuration not stated) | -1 |
| Cc1cc(N2CCC(C)CC2)n2ncc(-c3ccccc3)c2n1 | -4 |
| CCCCc1cc(=O)oc2c(C)c(OCC)ccc12 | 2 |
| CCOC(=O)/N=C(/NC(=O)Nc1ccc(C(=O)OCC)cc1)OC | 1 |
| CC1CCN(S(=O)(=O)c2cc(S(=O)(=O)N3CCC(C)CC3)c3cccc4c3c2NC4=O)CC1 | -5 |
| CC(C)N(C(=O)Cn1c(=O)[nH]c2ccccc21)c1ccccc1 | 1 |
| CC1=C(C(=O)N2CCOCC2)C(c2ccccc2Cl)n2c(nc3ccccc32)N1 (configuration not stated) | -2 |

(cont.)
SMILES | 14-3-3g Raf
Cc1onc(-c2ccccc2Cl)c1C(=O)N1CCCCC1 | -5
CSCCNC(=O)c1ccc(C(C)(C)C)cc1 | 8
CCOc1ccc(NC(=O)CSc2cn(Cc3ccc(F)cc3)c3ccccc23)cc1 | -3
O=C(CSc1nnc(-c2ccc3c(c2)OCCO3)o1)N1CCc2ccccc21 | -1
O=C(O)CCC(=O)Nc1ccccc1C(=O)NC1CCCCC1 | -5
CCCC(OC(=O)CN1C(=O)COc2ccccc21)C(=O)NC1CCCC1 (configuration not stated) | 1
Cc1ncc(CO)c2cc(-c3nc4ccccc4[nH]3)c(=O)oc12 | -8
COc1cc(S(=O)(=O)N(C)C)ccc1F | -5
CC(=O)c1ccc(N2CCN(C(=O)c3ccc(OCc4c(C)noc4C)cc3)CC2)cc1 | 5
C=CCN1C(=O)C2C(C(=O)Nc3ccc(C)c(Cl)c3)C3C=CC2(O3)C1C(=O)NC1CCCC(C)C1C (configuration not stated) | -9
O=C(CSc1nc2[nH]ncc2c(=O)n1-c1ccccc1)c1ccc(Br)cc1 | -7
O=C(CS(=O)(=O)Cc1ccccc1)Nc1ncccn1 | 0
Nc1nc(-c2cccnc2)nn1C(=O)COc1ccccc1 | -8
CC(C)(C)n1nc2c(c1NC(=O)c1cccs1)CS(=O)C2 (configuration not stated) | -9&-12
Cc1ccccc1NC(=O)CN(c1cccc([N+](=O)[O-])c1)S(=O)(=O)c1ccccc1 | -5
C1=C(c2ccccc2)Nc2ncnn2C1c1cccc2ccccc12 (configuration not stated) | -4
Cc1ccc(N2C(=O)c3ccc(C(=O)Nc4ccc([N+](=O)[O-])cc4)cc3C2=O)cc1 | -3
CC1CC(C)CN(S(=O)(=O)c2ccc(F)c(C(=O)Nc3cccc(Cl)c3)c2)C1 (configuration not stated) | -2
CCOC(=O)C1=NNC(C(=O)c2ccc(OC)cc2)C1c1ccccc1 (configuration not stated) | 7
Cc1noc(NS(=O)(=O)c2ccc(N/C=C/C(=O)c3ccc4c(c3)OCO4)cc2)c1C | -15
COc1ccccc1NC(=O)Cc1cccs1 | -1
CCCCN(CC)C(=O)C1c2ccccc2Oc2ccccc21 | 1
O=c1cc(-c2ccc(O)cc2)oc2ccc(O)cc12 | -3
CCOc1ccc(-n2c(=O)c3c(C)c(C)sc3n(CC(=O)N3CCC(C)CC3)c2=O)cc1 | -25
Cc1cc([N+](=O)[O-])nn1CC(=O)N1CCN(C)CC1 | -2
CC(C)CSc1ncnc2c1c(-c1ccccc1)cn2-c1cccc(F)c1 | -1
CC1=CC(C)(C)Nc2ccc(OC(=O)c3ccc(C)cc3)cc21 | -13
COc1cc(NC(=O)c2cc3nc(-c4ccco4)cc(C(F)(F)F)n3n2)cc([N+](=O)[O-])c1 | -6
Clc1ccccc1Cn1c(Cc2ccccc2)nc2ccccc21 | -2
O=C(c1ccc(Br)cc1)N1N=C2CCCCC2C1(O)C(F)(F)F (configuration not stated) | 2
CCCCN(C)c1nc(-c2ccc([N+](=O)[O-])cc2)nc2ccccc12 | -4
O=C(Nc1ccc(Oc2ccccc2)cc1)c1ccc(F)c(S(=O)(=O)NCc2ccc(F)cc2)c1 | -1
CCOc1ccc(NC(=O)C(NS(=O)(=O)c2cccs2)C(C)C)cc1 (configuration not stated) | -12
CCCCC1CCC(C(=O)Nc2c3c(nn2-c2ccc(OC)cc2)CS(=O)(=O)C3)CC1 (configuration not stated) | -33
CC1CCN(C(=O)CSc2nnc(CNC(=O)c3ccco3)o2)CC1 | -3
CCN(CC)C(=O)CSc1nc2ccccc2c(=O)n1-c1ccccc1OC | 1
O=C1C(=O)N(CC2CCCO2)C(c2ccc(Br)cc2)/C1=C(\O)c1ccccc1 (configuration not stated) | -2
Cc1nc2ccccc2n1-c1nc(-c2ccc(F)cc2)cc(C(F)(F)F)n1 | -12
O=C(c1ccc2c(=O)n(CC3CCCO3)c(=S)[nH]c2c1)N1CCCC1 (configuration not stated) | 5
CCSc1c(C(=O)Nc2ccccc2)ccc2c1C(=O)c1ccccc1C2=O | 5
